High-throughput results from PubChem BioAssay.
AI-2 QS modul = modulators of Vibrio harveyi AI-2 quorum sensing system. Vibrio harveyi JMH597 AI-2 luminescence/OD600 ratio, 9 h; stronger effect = lower value; strain lacks LuxN and CqsS sensors; 0 = neutral-control median. activity change, % at 7.5 µM. 0.4% of 300,000 active. AID 2094; in the data active = activity change below about -75%, passing the limit was not always enough; inconclusive = no clear call, values can overlap the other calls;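 note: luminescence divided by OD600 gain over 9 h not by final OD600 alone; inactives centre near 13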
IEC-6 tox = counter-screen for KLF5 inhibitors: cytotoxicity in IEC-6 cells | 0.78% of 290,000 active | inhibition, % at 5 µM | IEC-6 cytotoxicity, luminescence viability; in the data active = inhibition above about 22%;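 note: 0% = plate median of test compound wells and 100% = cytotoxic reference compound wells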
SKKanGAS inh = inhibitors of SKKanGAS S. pyogenes growth in kanamycin (SK-promoter or general growth effect); BacTiter-Glo, 6 h; inhibition, % at 7.5 µM; 1.3% of 300,000 active;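 active = mean replicate score, as percent of positive control median, at least 50; inconclusive = mean below 50 but one replicate at or above 50; inactive = mean and every replicate below 50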;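 note: strain carries kanamycin resistance gene driven by streptokinase promoter and grows in 40 µg/ml kanamycin; loss of luminescence reflects streptokinase promoter inhibition or plain growth inhibition; 0% = median of DMSO wells and 100% = positive control at its reference dose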
aSyn UTR inh = 5' untranslated region of α-synuclein, MLPCN primary screen. 0.82% of 300,000 active. inhibition, % (tested at 7.5 µM). alpha-synuclein 5'UTR reporter, inhibitor activity; in the data active = inhibition above about 60%; inconclusive = no clear call, values can overlap the other calls;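 note: H4 neuroglioblastoma cells stably carrying SNCA 5'UTR luciferase fusion; 0% = DMSO wells and 100% = positive control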
Platelet DG rel = platelet dense granule release activity; human platelet-rich plasma, SFLLRN dense granule ATP release, luminescence; inhibition, %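 (compounds screened at 7.5 µM in platelet-rich plasma)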; 0.22% of 300,000 active; AID 1663;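 active = mean replicate score, as percent of positive control, at or above 50; inconclusive = mean below 50 but at least one replicate at or above 50; inactive = mean and every replicate below 50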
HSP90 inh = blocks HSP90-mediated luciferase refolding in reticulocyte lysate. inhibition, % at 5.6 µM. 0.91% of 290,000 active. Rabbit reticulocyte lysate, luciferase refolding luminescence, 3 h. AID 1789;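 active = inhibition above the screen-wide mean plus 3 SD, computed separately per campaign, cut at about 16% in these data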;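 note: 0% = DMSO wells and 100% = 60 µM geldanamycin wells; inhibitors lower the luminescence because luciferase stays unfolded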
HSF1 activator = increases HSF-1 driven luciferase reporter signal; NIH3T3-HGL HSF-1 luciferase reporter, MG132, 8 h; 100% = twice DMSO control signal; activation, % at 9 µM; 1.7% of 300,000 active; AID 504408;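 active = mean replicate activation of at least 50% with a set share of replicates each reaching 50%; inconclusive = only one of those two conditions met; inactive = mean below 50% and too few replicates reaching it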;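 note: 0% = median of the neutral control wells and 100% = twice that signal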
KLF5 inhibitor = inhibitors of KLF5 expression | inhibition, % at 5 µM | 0.23% of 290,000 active | DLD-1 KLF5 promoter-luciferase reporter, luminescence;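 active = inhibition above a per-plate limit of that plate's mean compound inhibition plus 3 SD, cut at about 60% in these data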;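 note: 0% = DMSO wells and 100% = LY294002 at 200 µM; higher means less KLF5 promoter-driven luciferase light; inactives centre near -14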
HIF act = HIF pathway transcriptional activation; U2OS HRE-luciferase reporter, luminescence; normalized: DMSO 0%, desferrioxamine 100%; activation, % at 7.5 µM (by protocol); 0.32% of 300,000 active; AID 1910;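 active = mean activation of at least 10% of the iron chelator positive control signal, with at least half of replicates also reaching 10%; inconclusive = mean and replicate majority disagree about reaching 10%; inactive = mean and most replicates under 10%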
HSF1 inh = HSF1 inhibition; NIH3T3-HGL HSE-luciferase, MG132-induced, luminescence 8 h; stronger effect = lower value; activity change, negative = inhibition, % at 7.5 µM (by protocol); 0.77% of 300,000 active; AID 2098;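 active = more than half of replicate wells show activity change below -50%, luminescence cut by over half; inconclusive = some wells, but at most half, below -50%; inactive = no replicate well below -50%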;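 note: luciferase reports HSF-1 transcriptional activity via heat shock element; 0% = median of DMSO wells and -100% = zero luminescence signal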
The depositor's hits bear a star; ? = inconclusive; . = not tested or not shown.

SMILES	AI-2 QS modul	IEC-6 tox	SKKanGAS inh	aSyn UTR inh	Platelet DG rel	HSP90 inh	HSF1 activator	KLF5 inhibitor	HIF act	HSF1 inh
O=S(=O)(Nc1ccc2c3c(cccc13)CC2)c1ccc(F)cc1	8	3	26	9	8	1	2	-31	-0.2	3
CCNC(=S)Nc1cccc(NC(=O)c2ccccc2O)c1	17	-6	7	-14	2	-2	4	-13	0.1	0
O=C(c1cccnc1)N1CCN(CCCc2ccccc2)CC1	7	-3	-1	32	-4	-2	9	-26	.	0
COc1ccc(NC(C)=O)cc1NC(=O)CSc1nnc(C2CCCCC2)n1N	18	-2	-2	-16	14	-5	-1	-16	0.2	0
COc1ccc(CNC(=O)c2ccc(N3CCC4(CC3)CC(c3ccc(Cl)cc3)=NO4)c(N)c2)cc1	27	.	29	-6	0	.	4	.	0.7	-1
Cn1c(N)c(C(=O)COC(=O)CCCOc2ccc(Cl)cc2Cl)c(=O)n(C)c1=O	-11	2	12	2	0	-2	13	-15	-0.3	0
Cc1ccc(NC(=O)c2cc(S(=O)(=O)N3CCc4ccccc43)cn2C)cc1	7	6	3	24	0	-2	19	-6	-0.7	5
CCCCCN(C(=O)CCC(=O)OC(C)C(=O)NC1CCCCC1)c1c(N)n(CCCC)c(=O)[nH]c1=O (stereo not given)	16	.	4	-9	6	.	-2	.	-0.4	2
COc1ccccc1N1CCN(Cc2cc(=O)c(OCC(=O)NC(C)C)co2)CC1	8	2	-2	-3	2	-3	9	-28	-0.3	-1
O=C(NC1CC1)c1cc(OCC(F)(F)F)ccc1OCC(F)(F)F	-6	0	-7	-1	-8	-4	-10	-1	-0.1	-11
O=C(O)c1cc(Cl)c(Cl)cc1C(=O)N(Cc1ccccc1)Cc1ccccc1	17	2	13	7	-5	0	-15	-29	1.8	-5
O=C1NC(=S)N/C1=C/c1ccc(Oc2ccc(C(F)(F)F)cc2[N+](=O)[O-])c(Cl)c1	12	1	2	-1	-3	-2	-24	-29	0.2	-21
O=C(NCc1cccc(F)c1)C1CCC(=O)N(C2CCCC2)C1 (stereo not given)	10	-5	-8	-10	6	0	-37	-1	-0.6	-18
CCN(CC(=O)Nc1ccccc1C(=O)OC)S(=O)(=O)c1ccccc1	9	-2	-6	15	5	-3	-1	5	-0.1	-1
COc1ccc(N2C(=O)N3[C@H](c4ccc(Cl)cc4)[C@@H]4C(=O)N(C5CCCCC5)C(=O)[C@@H]4[C@]3(Cc3ccc(Cl)cc3)C2=O)cc1	23	1	2	-12	2	-3	9	-5	0.4	8
Cc1ccc2[nH]c(=O)c(C(c3nnnn3CC3CCCO3)N3CCCc4ccccc43)cc2c1 (stereo not given)	20	3	9	-5	-1	1	-3	-1	-0.2	5
CCNC(=S)/C(=C(/[O-])c1ccc([N+](=O)[O-])cc1)[n+]1ccccc1	7	-10	1	-6	7	-2	18	-24	-0.2	2
COc1ccc(CCNC(=O)c2cc3c(=O)n4ccccc4nc3n(C3CCCCC3)c2=N)cc1	18	-1	16	-33	3	-3	-13	-26	0.1	-9
O=C(O)CCc1ccc(-c2ccc(Br)cc2)n1CC(=O)O	18	0	2	15	9	1	-9	-37	-0.1	-7
COc1ccc(Cc2nnc(SC)[nH]c2=O)cc1	28	-14	3	17	-3	0	0	9	0.3	-5
COc1ccc(N2C(=O)CC(Sc3nccc(C)n3)C2=O)cc1 (stereo not given)	.	3	5	-17	-3	-1	0	18	0.0	0
CC12CCC(=O)N1C(C(=O)Nc1ccccc1F)CS2 (stereo not given)	8	.	0	-2	-3	.	27	.	-0.6	4
Cc1cc(Br)ccc1NC(=O)CN(C)C(=O)c1cc([N+](=O)[O-])ccc1N1CCOCC1	20	.	-1	4	-1	.	10	.	-10	-6
O=C(O)/C=C\C(=O)Nc1ccc(N2CCN(c3ccc(F)cc3)CC2)cc1	19	-1	6	18	-1	2	6	-12	-0.1	-5
CCc1ccccc1NC(=O)CSc1n[nH]c(-c2cccnc2)n1	13	-2	-4	-2	2	-3	-7	-15	-1.9	-1
CN(C(=O)CSc1nnnn1-c1ccccc1)C1CCCCC1	26	9	-6	-63	7	1	10	-17	0.4	5
CS(=O)(=O)N(Cc1ccccc1Cl)c1ccc(C(=O)N2CCCC2)cc1	-13	2	2	8	1	2	2	-12	-0.3	-1
O=C(NCC1c2ccccc2CCN1C(=O)CN1C(=O)c2ccccc2C1=O)C1CCCCC1 (stereo not given)	33	-2	-1	17	11	2	-19	-12	-0.2	0
CCNC(=S)Nc1cc(C(=O)N2CCCC2)ccc1N1CCCC1	11	-10	4	8	6	-1	30	-8	-0.6	-2
CC(C)(C)NC(=O)NC(=O)CN1CCc2ccccc21	24	8	6	-3	-3	5	-2	-9	0.1	2
O=C(O)/C=C\C(=O)Nc1ccccc1C#Cc1ccc(Br)cc1	11	9	5	-290	10	-3	56*	-134	2.4	14
COCCCN(C(=O)CSCc1c(C)noc1C)c1c(N)n(Cc2ccccc2)c(=O)[nH]c1=O	17	.	0	-14	1	.	-11	.	-0.9	-9
Fc1cccc(Cl)c1Cn1nnc2c(-n3ccnc3)ncnc21	14	-12	3	12	3	-3	-2	5	-1.1	11
CC(=O)c1ccc2c(ccc3ccccc32)c1	10	2	-7	-54	1	1	40	-60	1.6	18
Cn1c(=O)c(=O)n(C)c2cc(S(=O)(=O)CCC(=O)N3CCOCC3)ccc21	20	5	3	-1	3	2	-6	-8	.	-5
O=C(CN1C(=O)CCS(=O)(=O)c2ccccc21)Nc1ccc2c(c1)OCCO2	15	-4	7	11	0	-1	-1	-2	0.1	-12
CC(Oc1ccc(F)cc1)C(=O)Nc1cc(S(=O)(=O)N2CCOCC2)ccc1N1CCCCC1 (stereo not given)	-4	.	12	8	-2	.	3	.	1.2	10
S=C1NC[C@H](Cc2ccccc2)N1CCCCC1CCCCC1	5	-4	16	-21	0	7	11	-7	3.9	8
O=C(O)c1ccc(OC(F)(F)C(F)C(F)(F)F)cc1 (stereo not given)	23	-4	1	24	-2	-1	3	-38	1.3	-7
O=S(=O)(NC1CCCCC1)c1ccc(Br)s1	25	5	-5	12	5	0	-9	-23	-1.2	1
Cc1cc(C)cc(NC(=S)NC(=O)Cc2ccccc2)c1	13	.	3	21	-6	.	-4	.	-0.7	8
O=C(O)/C=C\C(=O)NC1CCCCC1	7	-4	-3	-3	0	-5	1	-27	-0.4	-2
N#C/C(=C(/O)c1cccs1)c1nnc2n1CCCCC2	35	5	-15	14	-6	-1	-1	2	0.2	-12
CCSc1nc2c(c(=O)[nH]1)C(c1ccccn1)C1=C(CC(C)(C)CC1=O)N2 (stereo not given)	13	0	-3	-21	1	3	39	-37	0.3	15
Cc1cc2cc(CNC(=O)c3ccc4c(c3)OCO4)ccc2[nH]1	5	-4	2	-9	4	-1	-2	-15	-0.1	-2
O=C(NC(NC(=O)c1ccccc1)c1cccc([N+](=O)[O-])c1)c1ccccc1	-2	8	1	-1	-8	-2	-2	-30	-0.3	-2
CCOc1ccc(CCNC(=O)CCN2C(=O)COc3ccccc32)cc1OCC	3	3	-5	13	3	2	4	-38	-0.4	-6
CN(C(=O)Cn1cc(C(F)(F)F)ccc1=O)c1c(N)n(Cc2ccccc2)c(=O)[nH]c1=O	20	-1	-5	-20	-3	-2	17	-14	-0.8	16
CC(CNC(=O)C1CCCCC1C(=O)O)c1ccccc1 (stereo not given)	24	-3	-1	21	-3	-3	-8	-3	0.3	-5
CC(=O)C1=C(C)OC(N)=C(C#N)C1c1cc2cccc(C)c2nc1Cl (stereo not given)	1	-5	0	8	4	3	-4	-29	-0.1	-3
Cc1nn(-c2ccccc2)c(C)c1C(=O)OCC(=O)Nc1ccc2c(c1)OCO2	3	1	-7	2	-3	4	8	-4	0.2	5
CC1CCCC(C)N1Cc1cn2ccccc2n1 (stereo not given)	10	4	1	7	4	5	-9	-88	1.1	-11
CNC(=O)c1nc(C)c(C2(C)CC(c3ccccc3)=NO2)s1 (stereo not given)	15	.	-2	12	-1	.	-11	.	0.6	-3
CCOc1ccc(N(CC(=O)NC2CCC(C)CC2)S(=O)(=O)c2c(C)noc2C)cc1 (stereo not given)	3	1	-2	4	-13	0	22	-15	-0.4	12
Cc1ccc2oc(C(=O)N3CCC(N4CCSCC4)CC3)c(C)c2c1	26	-4	-7	4	-4	-7	-5	-36	-0.7	-1
CCN(CC)c1ccc2cc(NC(=O)CCC(=O)O)c(=O)oc2c1	30	2	-8	120*	-6	33*	20	41	-3.9	2
CCCCSc1nnc(-c2ccc(C)cc2)o1	15	0	-10	.	1	0	.	-94	.	.
O=C(Cn1c(=O)oc2cccnc21)Nc1ccccc1Oc1ccc(Cl)cc1Cl	-2	-8	2	-32	7	-4	-2	3	0.0	8
Cc1ccccc1C(=O)Nc1nc(=S)ss1	9	-3	?	-12	4	-6	29	-23	-0.5	4
O=C(NNS(=O)(=O)c1ccccc1F)c1ccccc1-n1cccc1	7	3	-2	1	-2	-1	0	-12	-0.1	-6
Additional entries
SMILES	AI-2 QS modul	IEC-6 tox	SKKanGAS inh	aSyn UTR inh	Platelet DG rel	HSP90 inh	HSF1 activator	KLF5 inhibitor	HIF act	HSF1 inh
Cc1c(Cl)c(C(F)(F)F)nn1CC(=O)NCc1ccco1	5	4	-8	-8	3	-2	2	-11	-0.1	7
COc1ccc(-n2c(C)nc3c(cnn3-c3ccc(C)c(C)c3)c2=O)cc1	-10	-2	5	-85	-2	1	5	-25	0.5	6
COc1cccc(-n2nnc3c(=O)n(CC(=O)NC4CCCC4)cnc32)c1	15	5	-3	9	7	0	30	-1	-0.1	4
CCC[n+]1c(C)sc2c(OC)ccc(OC)c21	24	3	-4	-8	-3	5	-10	9	0.0	-8
Cc1cccc(C(=O)Nc2ccc(C(=O)N/N=C/c3ccc(C)o3)cc2)c1	31	-4	2	15	7	5	-3	-30	0.8	-5
O=C(NCC1CCCO1)c1ccc(N2CCCCC2)nc1 (stereo not given)	10	4	-17	-83	-5	0	25	-88	2.0	13
COc1ccc(CCNC(=O)COC(=O)/C=C/c2ccc(OC)c(OC)c2)cc1	35	-1	-5	18	1	1	-1	-17	-0.3	-1
COc1ccc2c(c1)c(CC(=O)OCC(=O)N(C)C)c(C)n2C(=O)c1ccc(Cl)cc1	50	-6	0	24	-10	-3	6	-5	0.2	-1
CCNC(=S)Nc1cccc(S(=O)(=O)Nc2ccccc2OC)c1	12	6	-6	14	3	3	-4	6	-0.2	-2
O=C(NCc1ccco1)C1CCCN1C(=O)Nc1ccccc1[N+](=O)[O-] (stereo not given)	29	-11	-2	7	-3	-1	-4	-20	-0.2	2
Cc1ccc(S(=O)(=O)NCC[C@@]2(C)C3CCC2(C)C(=O)C3)cc1 (stereo not given in full)	40	3	2	17	7	0	-9	-2	-0.1	-4
CC(C)C[C@@]12C(=O)N(c3ccc(Br)cc3)C(=O)N1[C@H](c1ccc(Br)cc1)[C@@H]1C(=O)N(C(C)(C)C)C(=O)[C@@H]12	24	7	5	-13	-11	-2	25	-25	-10	2
C=CCn1c(-c2c[nH]c3ccccc23)n[nH]c1=S	11	-3	2	8	-4	5	-20	-1	0.1	-1
COC(=O)c1ccc(COC(=O)c2nn(C)c(=O)c3ccccc23)cc1	25	0	-11	-64	7	-3	-7	10	0.5	-8
